# From PubChem BioAssay
# PHOSPHO1 inh – PHOSPHO1 (human) inhibition. Q8TCT1. recombinant PHOSPHO1, absorbance phosphatase assay. inhibition, % at 13.3 µM. 1.1% of 290,000 active; in the data active = inhibition above about 60%
# GPR7 antag – antagonists of human GPR7 (neuropeptides B/W receptor 1); P48145; GPR7-expressing cells, fluorescence antagonist assay; inhibition, % at 4.4 µM; 1.1% of 290,000 active; in the data active = inhibition above about 16%, passing the limit was not always enough;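 note: cells stimulated with the agonist NPW; 0% = agonist with vehicle and 100% = vehicle without agonist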
# IDE act – IDE (human) activation, cell-based | HEK cells, FAbeta-B cleavage, fluorescence polarization; 0% vehicle, 100% cell-free pure enzyme wells | activation, % at 5.96 µM | 0.073% of 340,000 active;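 active = activation above the mean of all tested compounds plus 3 SD, set per screening campaign, cut at about 17% in these data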
# Target sequence (P14735 whole entry, looked up): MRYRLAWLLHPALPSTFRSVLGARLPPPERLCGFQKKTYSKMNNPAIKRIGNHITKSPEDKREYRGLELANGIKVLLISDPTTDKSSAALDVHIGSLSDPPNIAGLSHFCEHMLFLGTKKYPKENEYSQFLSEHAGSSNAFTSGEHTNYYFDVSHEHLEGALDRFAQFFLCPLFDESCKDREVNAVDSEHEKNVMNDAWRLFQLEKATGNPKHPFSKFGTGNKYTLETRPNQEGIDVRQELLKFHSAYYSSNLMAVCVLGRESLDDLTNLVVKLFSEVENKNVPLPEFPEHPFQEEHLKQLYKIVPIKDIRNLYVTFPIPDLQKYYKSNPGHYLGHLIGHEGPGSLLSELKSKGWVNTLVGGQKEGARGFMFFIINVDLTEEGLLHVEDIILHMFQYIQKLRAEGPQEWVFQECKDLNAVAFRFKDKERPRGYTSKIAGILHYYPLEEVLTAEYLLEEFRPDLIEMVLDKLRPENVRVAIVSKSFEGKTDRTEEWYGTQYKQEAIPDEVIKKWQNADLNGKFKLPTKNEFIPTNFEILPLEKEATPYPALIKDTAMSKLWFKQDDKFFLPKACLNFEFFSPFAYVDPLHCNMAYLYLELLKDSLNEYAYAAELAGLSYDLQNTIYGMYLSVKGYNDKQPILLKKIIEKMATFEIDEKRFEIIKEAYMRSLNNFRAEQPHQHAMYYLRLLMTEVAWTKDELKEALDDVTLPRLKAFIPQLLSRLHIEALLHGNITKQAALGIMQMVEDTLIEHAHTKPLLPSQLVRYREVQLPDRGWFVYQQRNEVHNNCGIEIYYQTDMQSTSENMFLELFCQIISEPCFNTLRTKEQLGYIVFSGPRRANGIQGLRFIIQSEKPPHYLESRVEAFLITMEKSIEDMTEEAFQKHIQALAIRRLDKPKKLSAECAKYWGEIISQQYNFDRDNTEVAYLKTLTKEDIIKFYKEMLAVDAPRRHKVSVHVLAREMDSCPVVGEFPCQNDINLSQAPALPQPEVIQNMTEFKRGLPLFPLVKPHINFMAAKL
# IMP-1 inh – blocks Pseudomonas aeruginosa IMP-1 metallo-beta-lactamase | purified IMP-1, nitrocefin hydrolysis, epi-absorbance fluorescence | inhibition, % at 5.6 µM | 0.45% of 290,000 active;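 active = inhibition above the mean plus 3 SD of all compounds in the same screening run, cut at about 4.5% in these data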;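 note: 0% = IMP-1 with DMSO and 100% = DMSO wells lacking enzyme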
#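 Material – recombinant IMP-1 enzyme, purified · Amount – IMP-1 0.2 nM before substrate addition · Medium – HEPES buffer pH 7.1 with ZnSO4 and Brij 35 · Timing – 25 °C, 15 min preincubation, 25 min reaction · Measured by – plate fluorescence quenching by hydrolysis product, ex 480/em 530 nm · Read-out – percent enzyme inhibition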
# VIM-2 inh – blocks Pseudomonas aeruginosa VIM-2 metallo-beta-lactamase | purified VIM-2, nitrocefin hydrolysis, epi-absorbance fluorescence | inhibition, % at 5.6 µM | 0.89% of 290,000 active;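 active = inhibition above the mean of all tested compounds plus 3 SD, cutoff set per screening run, cut at about 7.5% in these data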;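 note: red hydrolysis product quenches plate fluorescence so inhibitors raise well fluorescence; 0% = enzyme with DMSO and 100% = DMSO without enzyme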
# pCIP destab – compounds decreasing mouse p/CIP protein stability. Q05BA5. F442A p/CIP-EGFP cells, EGFP fluorescence, 16 h. decrease of EGFP signal, % at 10 µM. 0.01% of 290,000 active. AID 1984;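 active = EGFP signal decrease of at least 30% at 10 µM or well 3 SD below plate mean, unless failing retest; inactive = the rest, including hits failing retest or dose response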; note: some compounds called inactive have numbers as strong as hits; many of its hits are not listed in these tables
# IDE inh – inhibitors of human insulin-degrading enzyme in cells | HEK cells, FAbetaB cleavage, fluorescence polarization | inhibition, % at 5.59 µM | 0.41% of 320,000 active;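 active = percent inhibition above the average of all tested compounds plus 3 SD, set per screening campaign, cut at about 16% in these data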;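 note: IDE supplied by intact live HEK cells; FP after avidin binding of uncleaved biotin substrate so inhibition keeps polarization high; 0% = DMSO wells and 100% = 60 µM reference IDE inhibitor Ii1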
# NALP1 inh – blocks the NALP1 inflammasome reconstituted in yeast; S. cerevisiae NALP1/ASC/caspase-1 growth, X-gal OD620, 72 h; inhibition, % at 10 µM; 0.61% of 280,000 active; AID 2071; in the data active = inhibition mostly above about 24%, no sharp cut-off; inactive = mostly below about 32%; note: some compounds called inactive have numbers as strong as hits
# M18AAP inhibitor – PfM18AAP enzyme inhibition; inhibition, % at 7.35 µM; recombinant PfM18AAP, H-Glu-NHMec fluorogenic cleavage; AID 1822; 1.2% of 290,000 active;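 active = inhibition above the campaign mean inhibition over all tested compounds plus 3 SD, cut at about 28% in these data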;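 note: 0% = plate median of test compound wells and 100% = 2 mM ZnCl2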
# * = called active by the depositor; nt = not tested or not shown; & = joins results of further samples.
nr	Compound	PHOSPHO1 inh	GPR7 antag	IDE act	IMP-1 inh	VIM-2 inh	pCIP destab	IDE inh	NALP1 inh	M18AAP inhibitor
1	O=[N+]([O-])c1ccc(S(=O)(=O)Nc2ccc3c(c2)OCCO3)cc1	-2	1	5	-2.4	-2.0	-9	-1	5	2
2	COc1cc(/C=C/c2cc[n+](C)cc2)ccc1OCC(=O)Nc1ccc(Cl)c(Cl)c1	-77	1	-2	-1.0	-1.5	-2	9	19	5
3	Cc1cc(C)cc(OCC(=O)NNC(=S)NC(=O)C2CC2)c1	-107	-9	5	-3.1	-2.6	-2	-5	2	19
4	Cc1cccc2[nH]c(SCC(=O)O)nc12	52	-3	2	-0.9	-0.2	-3	10	4	2
5	CC(=O)c1cccc(NC(=O)c2cc(C)no2)c1	-2	-10	2	-3.5	-1.5	2	1	-81	-3
6	O=C1NCCN1CCNS(=O)(=O)c1cc(C(F)(F)F)cc(C(F)(F)F)c1	5	11	1	-1.3	-1.9	9	-6	0	-15
7	O=C(COc1ccc(Cl)cc1Cl)NCc1ccco1	4	4	4	-3.5	-1.8	1	5	7	-14
8	O=C(c1cnn2c(C(F)F)cc(C3CC3)nc12)N1CCc2ccccc2C1	-54	-6	3	-5.6	-1.7	1	3	6	6
9	c1ccc(C2(c3ccccc3)OCC(Cn3cncn3)O2)cc1 (stereo not drawn)	27	-1	1	-3.6	-1.7	-1	5	-8	-4
10	O=C(c1ccccc1)c1cnc(Nc2ccc(Cl)c(Cl)c2)s1	44	-7	10	0.2	-4.6	8	-2	-4	1
11	Cc1ccc(C2=N/C(=C\c3cccs3)C(=O)N2Nc2ccccc2)cc1	4	-11	11	-0.8	-1.9	14	1	13	0
12	CC(C)NC(=O)CCCOc1ccc(Cl)cc1Cl	6	3	-3	-4.7	-1.1	-8	-3	50	3
13	CCCCn1c(SCc2nc(N)nc(Nc3ccccc3C)n2)nc2ccccc2c1=O	12	7	7	-3.4	-0.9	-9	-4	6	3
14	Cc1ccc2sc(NC(=O)CN3C(=O)c4ccccc4C3=O)nc2c1C	-6	-15	3	-1.8	-2.2	-6	1	18	-4
15	C[C@H](NC(N)=O)C(=O)Nc1ccc(OCc2ccccc2)cc1	-1	-3	0	-1.1	-1.9	13	0	-30	-3
16	CC(C)C1=CC2=CCC3C(C)(C(=O)O)CCCC3(C)C2CC1 (stereo not drawn) (tested in a mixture with another compound)	56	-12	nt	-2.3	-3.6	-10	1	11	7
17	CCC(=O)N1CCc2cc(S(=O)(=O)CCC(=O)NCc3ccc4c(c3)OCO4)ccc21	0	19	2	-1.1	0.3	2	1	39	0
18	CNC(=S)Nc1ccc(Cc2ccncc2)cc1	47	-16	0	-1.3	0.9	-7	-1	4	4
19	COC(=O)c1cc(Br)ccc1NC(=O)Nc1ccccc1	5	6	1	-2.2	-2.6	-4	7	19	5
20	Cc1cc(C)c(NC(=O)CN2CCN3CCCC3C2)c(C)c1 (stereo not drawn)	26	-15	6&2	-1.4	-2.7	13	-11	11	1
21	COc1ccc(-c2onc(C)c2-c2cscn2)c(O)c1	36	-7	2	-3.8	-4.2	-2	-2	-22	3
22	Cc1nnc(SCC(=O)c2ccccc2F)n1Cc1ccccc1	-148	-2	1	-1.0	0.6	2	1	nt	-6
23	COc1ccc(OCC2CCNCC2)cc1	nt	-6	4	-1.1	0.0	-10	1	19	-10
24	Cc1cc(C(=O)N2CCN(c3ccc([N+](=O)[O-])cc3)CC2)n[nH]1	19	5	-1	-3.9	-3.8	8	11	15	-3

# Record cards, as listed above.
# CCC(=O)N1CCc2cc(S(=O)(=O)CCC(=O)NCc3ccc4c(c3)OCO4)ccc21 is listed with PHOSPHO1 inh = 0; GPR7 antag = 19; IDE act = 2; IMP-1 inh = -1.1; VIM-2 inh = 0.3; pCIP destab = 2; IDE inh = 1; NALP1 inh = 39; M18AAP inhibitor = 0
# Cc1nnc(SCC(=O)c2ccccc2F)n1Cc1ccccc1 is listed with PHOSPHO1 inh = -148; GPR7 antag = -2; IDE act = 1; IMP-1 inh = -1.0; VIM-2 inh = 0.6; pCIP destab = 2; IDE inh = 1; NALP1 inh = nt; M18AAP inhibitor = -6

# (continued)
nr	Compound	PHOSPHO1 inh	GPR7 antag	IDE act	IMP-1 inh	VIM-2 inh	pCIP destab	IDE inh	NALP1 inh	M18AAP inhibitor
25	O=C(Nc1ccccc1)N1CCN(c2nc3ccccc3s2)CC1	17	-10	-19	-3.1	-2.1	5	18*	10	2
26	Cc1c(C(=O)NCc2cccnc2)oc2c1C(=O)CC(C)(C)C2	-10	-5	-5	-3.4	-5.1	-6	-3	18	-2
27	COc1cc(OC)cc(C(=O)NC(C(=O)N2CCc3ccccc3C2)C(C)C)c1 (stereo not drawn)	15	-12	1	-1.0	-1.0	6	6	4	4
28	O=C(O)Cc1nn(Cc2ccc(Cl)cc2)c(=O)c2ccccc12	31	-12	-6	0.1	-0.1	6	10	10	-5
29	Cc1nc(N(C)C)c2sc(=S)n(Cc3ccccc3)c2n1	-60	-20	3	-2.4	-1.9	3	-1	-1	-3
30	COc1ccc(OC)c(Cc2nnc(CCC(=O)NC3CCCCCCC3)o2)c1	41	10	2	-2.3	-4.0	-10	-8	12	2
31	Cc1ccc(Cl)cc1N(CC(=O)NC1CCCCC1)S(C)(=O)=O	-10	-10	-4	-4.4	-1.7	-8	3	27	2
32	CN1CCN(c2ccccc2NC(=O)c2ccc(N3CCCCC3)c([N+](=O)[O-])c2)CC1	38	-9	5	-0.4	-0.9	-1	-2	26	4
33	N#C/C(=C\c1cc(Cl)ccc1O)C(=O)NC1CCCCC1	16	-12	-3	-4.6	-6.9	-8	-3	-5	4
34	Cc1noc(C)c1CSc1ccccc1C(=O)OC(C)C(N)=O (stereo not drawn)	23	-8	1	-2.0	-0.8	-11	1	20	-5
35	O=C(COc1cccc(Oc2ccccc2)c1)Nc1ccc(SC(F)F)cc1	-14	-4	4	-7.2	-5.2	1	10	14	-4
36	CC(C)N1CC(C(=O)Nc2ccccc2)CC1=O (stereo not drawn)	-2	-3	0	-1.7	-0.7	0	0	21	3
37	CN(C)S(=O)(=O)c1ccc(C(=O)N2CCN=C2SCc2ccccc2)cc1	-10	-10	1	-4.5	-3.9	3	-3	10	3
38	O=c1cc[nH]c2ccc(Cl)cc12	-16	3	-1	0.9	0.3	0	-3	26	2
39	COC(=O)c1ccccc1NC(=O)N1CCN(c2ccc(OC)cc2)CC1	32	-19	-3	-1.4	-2.3	-1	0	-6	-9
40	Cc1ccc(C(C)NC(=O)c2ccncc2)cc1C (stereo not drawn)	41	-7	0	-3.3	-2.0	-4	-3	6	2
41	Cc1c(C(=O)NC(=S)Nc2ccc(NC(=O)c3cccs3)cc2)cccc1[N+](=O)[O-]	nt	6	4	-2.4	-0.8	nt	4	nt	5
42	Nn1c(Nc2ccc(Cl)cc2)nncc1=O	40	-10	4	-5.3	-4.5	-1	-1	26	3
43	COc1ccc(-c2ccc(OC)c([C@H]3[C@@H]4C=CCC[C@@]4(C)C(=O)N3Cc3ccccc3)c2)cc1OC	31	nt	-1	nt	nt	-13	0	7	nt
44	COc1cc(/C=N/NC(=O)/C(=C\c2ccc3c(c2)OCO3)NC(=O)c2ccccc2)ccc1O	6	-2	6	-2.9	-1.1	0	0	-14	9
45	CCN(CC)S(=O)(=O)c1ccc(Cl)nc1	1	-3	0	-1.8	-2.5	-6	3	13	0
46	COc1ccc(C(=O)N2CCN(C3CCN(Cc4ccccc4)CC3)CC2)cc1OC	15	1	-3	-3.0	-1.2	3	4	-13	1
47	COc1ccc2c(c1)SC1=NCCS(=O)(=O)N12	5	-7	6	0.1	-1.6	-4	2	-18	0
48	COc1ccc(-c2cn[nH]c2C)cc1	7	-4	4	-1.6	-0.7	-4	4	23	-10
49	COc1ccc(NC(=O)C2CCCN2C(=O)Oc2ccccc2)cc1 (stereo not drawn)	37	-1	7	-0.8	-2.4	9	4	-5	1
50	CC(=O)Nc1cccc(C(=O)OC2CCOC2=O)c1 (stereo not drawn)	24	-8	0	-0.9	4.5	-7	1	8	0
51	COc1ccc(S(=O)(=O)N2CCCCCC2)cc1C(=O)NC1(C)CCS(=O)(=O)C1 (stereo not drawn)	46	-7	1	-2.0	-2.8	0	-3	10	6
52	Cc1cc2oc(=O)cc(CSc3nc(N)cc(N)n3)c2cc1C	19	-3	1	-2.5	1.3	-4	8	-12	7
53	CN1CCN(C(c2ccc(Br)cc2)c2cc(Cl)c3cccnc3c2O)CC1 (stereo not drawn)	-69	-2	-6	-2.7	-4.1	-13	3	-2	2
54	CCCCOc1ccc(C(=O)NCC2(c3ccc(OC)cc3)CCOCC2)cc1	-66	-12	5	-0.7	-0.9	-8	-6	27	2
55	OC(CN1CCN(c2cccc(Cl)c2)CC1)c1ccc(F)cc1 (stereo not drawn)	37	-2	1	-4.0	-1.4	4	4	10	3
56	CCOC(=O)c1cnn(CCOC(=O)c2ccccc2F)c1NC(=O)c1ccccc1F	13	-4	2	-1.0	-1.7	9	-5	-4	-2
57	O=C(CCc1ccccc1)Nc1ccc(N2CCOCC2)c(Cl)c1	3	0	-2	-3.7	-2.8	0	4	-54	2
58	CCOC(=O)c1ccc(NC(=O)CN2C(=O)NC3(CCCCCC3)C2=O)cc1	-10	-13	-4	-2.1	-3.6	-19	6	-1	-10
59	Cc1onc(COc2ccccc2O)c1Br	-25	-11	2	-2.0	-1.8	-3	7	11	-3
60	S=C(Nc1ccc(Cl)cc1)NC1CC2CCC(C1)N2Cc1ccccc1 (stereo not drawn)	7	13	5	-3.2	-2.4	11	-3	-2	2
61	Cc1ccc(C(=O)CSc2cc(C)nc(SCC(=O)c3ccccc3)n2)cc1	3	-5	1	-3.7	-1.2	-15	2	19	-8
62	COCCSc1nnc(NC(=O)c2ccc(NC(=O)C(C)C)cc2)s1	16	-3	1	-2.1	0.2	-5	5	-7	-4
63	Cc1ccc(C)c(NC(=O)CSc2nnc(C3CCCCC3)o2)c1	22	-4	4	-2.1	-4.0	1	1	15	-2
64	CCN(CC)S(=O)(=O)c1ccc(C)c(NC(=O)COC(=O)CNC(=O)c2ccc(C(C)(C)C)cc2)c1	13	1	2	0.2	-1.6	-5	-2	20	3
65	CCc1ccc(NC(=O)CN(CC(=O)Nc2ccc(CC)cc2)CC(C)O)cc1 (stereo not drawn)	16	-8	0	18*	2.0	4	-3	22	1
66	Cc1nn(CCC#N)c(NC(=O)c2ccccc2)c1P(=O)(Nc1ccc(Br)cc1)N1CCOCC1 (stereo not drawn)	24	0	-1	-4.3	-2.9	-5	11	22	2
67	O=C(NCc1cccs1)C1CCCN1C(=O)Nc1ccccc1[N+](=O)[O-] (stereo not drawn)	19	12	5	-2.7	-1.8	-13	1	10	-5
68	CC(C)NC(=S)NN=C1CCC(c2ccccc2)CC1 (stereo not drawn)	17	-3	-7	-1.7	-1.7	2	-1	-3	1
69	O=C(NCC1CCCC(CNC(=O)N2CCc3ccccc32)C1)N1CCc2ccccc21 (stereo not drawn)	2	1	-7	-4.3	-3.5	-2	1	10	-7
70	CCCCCCc1cc2cc(C(=O)OCC)c(=O)oc2cc1O	19	-7	5	-1.9	-0.8	-10	-1	7	-10
71	Cc1ccc(NC(=O)N2N=C(c3ccc(F)cc3)CC2c2ccc(F)cc2)cc1 (stereo not drawn)	9	-10	1	-0.9	-1.7	-11	1	20	-10
72	COC(=O)c1ccc(NC(=S)N2CCCC2)cc1	53	-3	4	0.7	0.7	-2	0	-7	-1
73	O=C(Nc1ccccc1F)c1ccc(CN2CCc3ccccc3C2)cc1	nt	-5	3	-8.0	-2.6	3	5	nt	2

# The order is random, and some 5.3% of all compounds hit somewhere here.
